High-throughput results deposited in PubChem by several laboratories.
TcdB GH inh = inhibitors of Clostridioides difficile toxin B glycohydrolase. P18177. TcdB glycohydrolase enzymatic assay, plate reader. inhibition, % at 9.99 µM. 0.24% of 350,000 active; in the data active = inhibition above about 10%
BH1578 lux ind = induces V. cholerae light production without autoinducers; V. cholerae BH1578 lux reporter, luminescence, 6 h; activation, % at 18.7 µM; 0.16% of 350,000 active; in the data active = activation mostly above about 9.7%, no sharp cut-off; note: not every result past the cut was called active; inactives centre near 0; reference of the scale not given here
PriA SSB inh = blocks PriA binding to SSB C-terminal tail; AlphaScreen SSBct-PriA binding, biotinylated peptide; inhibition, % at 33 µM; 0.6% of 430,000 active; AID 1272365; in the data active = inhibition mostly above about 37%, no sharp cut-off; inactive = mostly below about 20%;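 note: plate controls were negative control peptide for no effect and reference peptide for full effect; strong numbers were not always called active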
PfHsp40 rescue = rescue of PfHsp40-mediated yeast toxicity; growth rescue, % at 12.5 µM; S. cerevisiae expressing PfHsp40, growth rescue, ATP luminescence; 0.68% of 340,000 active; in the data active = growth rescue above about 28%, passing the limit was not always enough;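 note: yeast W303a lacking pdr1 and pdr3 grown in galactose medium; growth measured after three days at 30 °C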
Yp Topo-I inh = inhibitors of Yersinia pestis topoisomerase I. 0.064% of 360,000 active. Y. pestis Topo-I cleavage product accumulation, plate reader. activity, % at 10 µM; in the data active = activity above about 50%, passing the limit was not always enough; note: inactives centre near 2
SARS 3CLpro inh = SARS-CoV 3CLpro protease inhibition; P0C6X7; recombinant SARS-CoV 3CLpro, quenched FRET peptide cleavage; inhibition, % at 6 µM; 0.14% of 290,000 active; AID 1706; in the data active = inhibition above about 12%
Anthrax LF inh2 = blocks Bacillus anthracis lethal factor protease; P15917; multiplex microsphere protease cleavage assay, LF; inhibition, % at 10 µM; 0.12% of 360,000 active; AID 588501; note: plate controls were buffer without enzyme for full effect and enzyme alone for no effect
Target sequence (P15917 whole entry, looked up): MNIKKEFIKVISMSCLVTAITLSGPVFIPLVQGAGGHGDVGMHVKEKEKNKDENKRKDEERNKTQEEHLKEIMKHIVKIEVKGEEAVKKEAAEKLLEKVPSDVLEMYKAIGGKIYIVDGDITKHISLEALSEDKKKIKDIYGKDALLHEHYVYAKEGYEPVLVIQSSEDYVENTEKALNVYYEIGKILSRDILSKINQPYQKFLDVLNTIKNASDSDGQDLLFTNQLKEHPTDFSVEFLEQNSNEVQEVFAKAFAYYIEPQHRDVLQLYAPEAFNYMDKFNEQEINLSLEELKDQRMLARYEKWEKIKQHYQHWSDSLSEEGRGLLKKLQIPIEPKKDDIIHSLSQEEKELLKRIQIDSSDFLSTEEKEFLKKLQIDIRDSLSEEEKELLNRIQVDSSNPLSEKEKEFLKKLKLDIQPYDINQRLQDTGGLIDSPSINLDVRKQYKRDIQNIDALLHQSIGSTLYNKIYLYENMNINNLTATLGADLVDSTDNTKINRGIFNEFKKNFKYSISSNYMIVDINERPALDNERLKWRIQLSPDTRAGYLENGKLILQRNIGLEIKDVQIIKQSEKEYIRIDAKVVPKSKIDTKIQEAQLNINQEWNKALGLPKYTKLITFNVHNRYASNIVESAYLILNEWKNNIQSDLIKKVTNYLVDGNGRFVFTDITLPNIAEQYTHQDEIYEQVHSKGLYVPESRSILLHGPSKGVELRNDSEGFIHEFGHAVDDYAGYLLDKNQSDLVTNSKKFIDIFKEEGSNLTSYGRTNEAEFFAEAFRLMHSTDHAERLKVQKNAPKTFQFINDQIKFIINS
VHR inh abs = blocks human VHR1 dual specificity phosphatase | P51452 | recombinant VHR phosphatase, pNPP absorbance | inhibition, % at 13.3 µM | 0.52% of 290,000 active | AID 1654; in the data active = inhibition above about 50%; note: some compounds called inactive have numbers as strong as hits
Target sequence (P51452 whole entry, looked up): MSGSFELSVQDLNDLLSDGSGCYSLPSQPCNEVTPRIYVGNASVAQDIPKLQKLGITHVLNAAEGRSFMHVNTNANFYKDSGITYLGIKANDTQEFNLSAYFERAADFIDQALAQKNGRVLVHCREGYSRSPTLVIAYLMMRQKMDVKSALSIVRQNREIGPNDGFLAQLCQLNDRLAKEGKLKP
BoNT A protease = BoNT A light chain protease inhibition; 0.17% of 360,000 active; AID 588499; multiplex microsphere protease substrate cleavage, flow cytometry; inhibition, % at 10 µM; note: plate controls were buffer without enzyme for full effect and enzyme alone for no effect
CCHF vOTU inh = blocks the CCHF virus ovarian tumor domain protease; CCHFV vOTU protease, Pep-AMC fluorescence; inhibition, % at 11.5 µM; 0.55% of 370,000 active; in the data active = inhibition above about 30%; note: 0% = vehicle wells with enzyme and 100% = no enzyme wells
An asterisk follows results filed as active; i = inactive; x = not tested or not shown; & = joins results of further samples. Cut-off read from the data, not from the text of the source, unless noted: active = inhibition above about 30%; inconclusive = no clear call, values can overlap the other calls; inactive = below that. This is a subset; rates above refer to the full screens.

SMILES	TcdB GH inh	BH1578 lux ind	PriA SSB inh	PfHsp40 rescue	Yp Topo-I inh	SARS 3CLpro inh	Anthrax LF inh2	VHR inh abs	BoNT A protease	CCHF vOTU inh
CN(C(=O)COC(=O)c1ccc(Br)o1)c1c(N)n(Cc2ccccc2)c(=O)[nH]c1=O	2.4	i	-4	0.5	8	x	0	x	1.6	-3
CC(=O)Nc1ccc(S(=O)(=O)N2CCN(CCN3CCOCC3)CC2)cc1Cl	1.3	i	1	0.6	5	0	-2	21	0.6	-15
CCOC(=O)c1c(C)[nH]c(C)c1S(=O)(=O)NCCc1cccs1	-0.2	-0.8	15	0.3	1	2	-3	15	-0.9	16
O=C(O)c1nn2cc(CCO)cnc2c1Cl	-0.5	-0.2	-8	-1.2	-3	-1	-2	4	1.1	5
CCn1cc(C2=NOC(C(=O)Nc3cc(C)nn3-c3ccccc3)C2)c(C)n1 (stereo not drawn)	x	-0.2	5	0.9	5	-1	-2	-1	-0.7	-18
O=C(O)c1cc(N/N=C/C(Cl)=C/c2ccccc2)ccc1Cl	-0.3	0.6	x	6.0	12	2	-7	5	-0.9	-1
C/C(=N\NC(=O)c1ccccc1-n1cccc1)c1ccccn1	-3.3	-0.8	x	x	-1	x	2	x	-0.5	37*
Cc1cc(C)[n+](-c2ccc(Oc3ccccc3)c(S(=O)(=O)[O-])c2)[nH]1	1.0	-0.3	-3	-2.0	1	1	-7	13	0.7	-3
COC1OC(COC(=O)c2ccccc2)C(OC(=O)c2ccccc2)C1OC(=O)c1ccccc1 (stereo not drawn)	0.4	-0.6	-7	1.3	34	3	12	x	-3.2	-6
C/C(=N/NC(=O)c1cccs1)c1c(C)[nH]n(-c2nc3ccccc3s2)c1=O	-2.4	i	x	19	-17	0	-2	1	-0.6	-1
CNC(=O)O/N=C/c1nn(C(=O)C(C)(C)C)cc1Br	-0.3	i	i	-1.7	0	5	-1	27	-1.1	-8
CCNc1ccc(P(=S)(N(C)C)N(C)C)cc1	1.0	-0.2	-6	0.6	3	1	0	-5	-0.1	x
Cc1c(N=Cc2cccnc2)c(=O)n(-c2ccccc2)n1C	x	-4.0	9	-0.9	0	-5	4	-10	-0.1	-2
CN(C)c1ccc(CC(=O)N2CCCC(c3cc(C(=O)Nc4ccc(C(C)(C)C)cc4)no3)C2)cc1 (stereo not drawn)	1.0	0.1	x	x	15	x	-9	x	-0.9	22
CCCOc1ccc(N2C(=O)CC(N(Cc3ccc(OC)cc3)C(=S)Nc3ccccc3)C2=O)cc1 (stereo not drawn)	x	i	-4	1.1	-2	3	0	7	-0.4	-8
COc1ccc2[nH]c3c(=O)n(N)c(=O)[nH]c3c2c1	1.4	i	-15	-1.5	-7	-1	7	6	0.7	-38
CNc1nc2c(c(=O)n(C)c(=O)n2C)n1Cc1ccccc1	x	i	-12	0.8	-10	-4	-1	22	2.4	-6
O=C(COc1ccccc1O)Nc1ccc(Cl)cc1	x	-1.7	-13	-0.5	-11	2	-2	9	-0.4	16
COc1ccc(C(=O)OCC(=O)Nc2ccc(F)cc2F)cc1OC	x	i	-8	0.6	7	-5	-1	-16	-0.6	0
OC(COc1ccc2cc(Br)ccc2c1)CN1CCCC1 (stereo not drawn)	3.5	-0.2	2	0.6	-11	-6	-4	36	-3.4	-8
Cc1cc(C)cc(N2C(=O)CC(Cn3nc(C)cc3C)C2=O)c1 (stereo not drawn)	2.8	-0.4	-8	x	-7	2	x	10	x	-8
CCOC(=O)c1sc2nc(OCCN3CCOCC3)cc(C)c2c1N	12*	x	x	x	x	x	1	x	0.2	-35
CC(=C\c1ccccc1)/C=C1/SC(=S)N(CCCC(=O)O)C1=O	-0.1	-0.6	10	-0.3	17	11	-5	10	-0.5	24
CCOc1ccc(NC(=O)C(=S)NC2CCCCC2)cc1	1.8	-1.6	-8	0.1	17	-1	0	-11	-1.0	-19
Cn1c(=O)cc(Cl)[nH]c1=O	0.7	-0.3	-5	-0.5	-9	1	-1	24	0.0	-13
COc1cc(CCC(=O)Nc2ccc(C)c(S(=O)(=O)N(C)C)c2)cc(OC)c1OC	x	-0.7	6	-0.5	-6	5	-5	-7	0.0	2
O=C(c1c(Cl)cccc1Cl)N1CCN(c2ncccn2)CC1	0.7	i	-3	-0.1	6	-5	-6	10	-2.7	8
O=C(Oc1ccc(=O)[nH]n1)c1ccccc1	0.4	i	x	x	-1	x	8	x	0.5	-6
CCOC(=O)C(=Cc1ccc(Br)cc1)C(=O)OCC	-0.3	1.6	-13	0.6	-5	1	-1	31	-0.9	10
CC(C)CCC[C@@H](C)[C@H]1CC[C@H]2[C@@H]3C(=O)C=C4C[C@@H](O)CC[C@]4(C)[C@H]3CC[C@]12C	1.1	-0.2	-9	0.2	-3	x	-7	x	1.3	-5
CCNC(=O)C1(C)CCN(C(=O)c2ccc(OC)c(OC)c2)C1 (stereo not drawn)	-9.5	1.6	x	x	0	x	2	x	-0.1	4
COc1ccc(-c2noc(CN(C)CCC3CCCCO3)n2)cc1 (stereo not drawn)	0.1	i	-10	-0.6	15	1	0	39	0.1	-10
Oc1ccc(/C=N/N2CCN(C3c4ccccc4-c4ccccc43)CC2)cc1	3.0	-3.1	x	-0.4	-8	1	-4	1	-0.4	-1
CCN(CC)S(=O)(=O)c1cc(NC(=O)C(C)N2CCN(c3ccccn3)CC2)ccc1C (stereo not drawn)	-4.7	6.1	9	0.0	10	0	0	7	-0.1	-8
Cc1ccc(NC(=O)CN(C)CC(=O)N(CC(C)C)c2c(N)n(CC(C)C)c(=O)[nH]c2=O)c(C)c1	1.6	1.1	11	-1.3	5	x	1	x	-0.1	-2
COc1ccc(N(C)S(=O)(=O)c2cccc(C(=O)NCC(c3ccco3)N3CCCC3)c2)cc1 (stereo not drawn)	0.1	i	7	-0.7	4	x	-4	x	-10	16
Cc1onc(-c2c(F)cccc2Cl)c1C(N)=S	0.3	-0.1	-4	-0.8	-11	5	-2	24	0.4	-6
CCOC(=O)C1(Cc2cccc(OC)c2)CCN(CCO)CC1	1.1	-0.4	-13	-0.1	9	1	-2	22	0.2	-8
COc1ccc(COC(=O)C2=C(C)NC(=O)NC2c2cccc(Br)c2)cc1 (stereo not drawn)	1.6	i	-12	2.4	26	6	25	0	0.6	2
C[C@H]1CN([C@@H](C)CO)C(=O)CCCn2nncc2CO[C@H]1CN(C)C(=O)Nc1ccccc1	-7.1&0.0	-2.0	x	x	-8	x	-5	x	0.4	13

5 entries drawn at random from the list so far, as already listed:
SMILES	TcdB GH inh	BH1578 lux ind	PriA SSB inh	PfHsp40 rescue	Yp Topo-I inh	SARS 3CLpro inh	Anthrax LF inh2	VHR inh abs	BoNT A protease	CCHF vOTU inh
O=C(c1c(Cl)cccc1Cl)N1CCN(c2ncccn2)CC1	0.7	i	-3	-0.1	6	-5	-6	10	-2.7	8
Cc1cc(C)cc(N2C(=O)CC(Cn3nc(C)cc3C)C2=O)c1 (stereo not drawn)	2.8	-0.4	-8	x	-7	2	x	10	x	-8
Cn1c(=O)cc(Cl)[nH]c1=O	0.7	-0.3	-5	-0.5	-9	1	-1	24	0.0	-13
CCOC(=O)c1sc2nc(OCCN3CCOCC3)cc(C)c2c1N	12*	x	x	x	x	x	1	x	0.2	-35
CC(C)CCC[C@@H](C)[C@H]1CC[C@H]2[C@@H]3C(=O)C=C4C[C@@H](O)CC[C@]4(C)[C@H]3CC[C@]12C	1.1	-0.2	-9	0.2	-3	x	-7	x	1.3	-5

(continued)
SMILES	TcdB GH inh	BH1578 lux ind	PriA SSB inh	PfHsp40 rescue	Yp Topo-I inh	SARS 3CLpro inh	Anthrax LF inh2	VHR inh abs	BoNT A protease	CCHF vOTU inh
COc1ccc(-c2cc(C(=O)Nc3ccc(C(N)=O)cc3)c3ccccc3n2)cc1OC	0.0	-0.5	-20	0.1	7	-1	-1	16	1.3	-1
COc1ccc(NC(=O)C2CCCN(S(=O)(=O)c3cnc[nH]3)C2)cc1 (stereo not drawn)	1.5	-0.2	-3	0.6	1	-2	-16	4	-0.2	1
CN(CC(=O)Nc1ccccc1Cl)C(=O)c1ccccc1SCC(=O)N1CCCC1	0.1	i	0	0.6	5	x	2	x	-1.2	-2
Cc1cc(Cl)ccc1OCCCC(=O)Nc1cc(S(=O)(=O)N2CCOCC2)ccc1N1CCOCC1	0.3	i	-4	-0.9	32	x	4	x	2.1	10
COc1cccc(C(=O)OCC(=O)NCc2ccc3c(c2)OCO3)c1OC	0.5	-0.8	-10	0.0	4	x	-9	x	-0.1	-5
COc1ccc(/C=N/n2c(=O)[nH]c3c([nH]c4ccc(C)cc43)c2=O)cc1CN1CCOCC1	0.4	i	x	1.1	11	2	-3	2	-1.4	x
COC1OCC(O)C(NC(=O)N(C)N=O)C1O (stereo not drawn)	-0.5	-0.7	x	x	7	x	-6	x	-2.3	7
C[C@@]12CC[C@H]3OC(=O)C=C3C1CC[C@@]13CC(CCC12)[C@](CO)(O[C@H]1O[C@H](CO)[C@@H](O)[C@H](O)[C@H]1O)C3 (stereo partly drawn)	1.3	-0.5	-7	-0.2	-4	x	-7	x	0.8	-41
COc1ccc(CC(=O)Nc2ccc(S(=O)(=O)NC(C)C)cc2)cc1	x	-0.4	-25	0.2	8	0	-6	-4	5.4	-15
COc1cc(/C=C(\C#N)c2nn(CCO)c(N)c2C#N)cc(OC)c1OC	0.0	-0.3	-13	0.3	-6	2	-3	16	-0.6	5
COc1ccc(OC)c(NC(=O)N2C[C@H]3C[C@@H](C2)c2cccc(=O)n2C3)c1	-10	1.5	x	0.0	3	2	0	17	0.2	5
CCC(Sc1nc2ccsc2c(=O)n1Cc1ccc(C(=O)O)cc1)C(=O)Nc1cc(Cl)ccc1C (stereo not drawn)	0.0	i	x	x	5	x	-2	x	0.1	8
CCn1c2ccccc2c2cc(C#N)c(N)nc21	1.0	1.2	-2	x	2	x	1	x	-0.5	-74
O=C(CSc1ccccc1F)NCC1(N2CCCCC2)CCCCC1	0.1	0.5	-6	-0.3	-4	x	-3	x	-0.4	3
COc1cccc(N2CCN(C(=O)/C=C/c3ccco3)CC2)c1	1.5	-0.3	-21	0.0	10	3	-6	2	-1.5	3
O=S(=O)(c1ccccc1)N1CCN(S(=O)(=O)c2ccccc2)C1	x	i	-8	-0.8	-2	-2	0	-46	0.3	-9
COc1cc(-c2nnc3sc(Cc4ccc(Cl)cc4)nn23)cc(OC)c1OC	-0.7	i	-14	-1.8	3	x	-3	x	-1.0	-4
COc1cc(C(=O)N2CCN(Cc3ccccn3)CC2)cc(OC)c1OC	-6.8	-0.8	-9	-0.8	1	4	3	-11	-3.9	-4
CCC(=O)NCc1ccc2[nH]c(C)cc2c1	-0.8	i	-8&-3	-0.6	3	-3	-4	15	4.7	0
NCCOc1ccc(C23CC4CC(CC(C4)C2)C3)cc1	8.2	0.0	22	-1.4	-16	1	0	17	-0.6	9
CCn1c(SCC(=O)Nc2ccc(N3CCOCC3)cc2)nnc1-c1ccc(OC)cc1	1.0	-0.5	-20	-0.6	-10	2	-3	22	-0.8	x
CCN(Cc1ccccc1)C(=O)c1cccc(S(=O)(=O)N2CCN(c3ccc(F)cc3)CC2)c1	1.8	i	-3	0.8	32	x	15	x	4.7	9
CC1CN(Cc2cc(=O)n3ccsc3n2)CC(C)O1 (stereo not drawn)	x	-0.3	-5	-1.7	1	-4	0	-7	-0.2	11
COc1cc(/C(C)=N/NC(=S)NC(C)C)cc(OC)c1OC	0.3	-0.3	x	0.0	0	3	0	4	0.3	10
Cc1c(N2C(=O)/C(=C\c3ccccc3O)SC2=S)c(=O)n(-c2ccccc2)n1C	0.6	0.1	-2	2.7	1	1	-2	-17	-1.2	4
O=C(Cc1ccc(Br)cc1)NCCc1ccc(F)cc1	-1.5	i	-9	2.7	6	2	-3	16	3.9	4
COCCn1c(C)cc(C(=O)COC(=O)C2CC(=O)N(CCc3ccc(OC)c(OC)c3)C2)c1C (stereo not drawn)	2.7	i	9	-1.5	5	x	-2	x	-2.0	4
